Bioassay records from PubChem.
Fluorescein fluor – fluorescein region autofluorescence. Compound autofluorescence, 480/540 nm, fluorescein-equivalent; stronger effect = higher value. max fluorescein-equivalent concentration, M. AID 593. 59,000 tested, 0.91% active; in the data active = max fluorescein-equivalent concentration above about 10 nM; inconclusive = between about 1.1 nM and that limit
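In this qHTS profile, compound fluorescence was measured with a 480 nm/540 nm filter pair following a 15-min room-temperature incubation in 100 mM Tris (pH 8.0). A six-point fluorescein series on each plate served for normalization.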
Epigenetic mod – epigenetic modulators derepressing GFP locus in mouse cells | AID 597 | mouse C127i GFP locus derepression, cytometry, 30 h | Potency, µM (doses to about 46.1 µM), for inactives: top-dose GFP derepression (activation) | 68,000 tested, 0.09% active; note: % of control where 0% means no effect
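Derepression screen: silenced CMV-GFP reporter in murine C127i cells, 30 h compound incubation at 37 C, washed cells imaged by laser-scanning cytometer to enumerate GFP-expressing objects of 20 to 120 um.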
BRCT inh red – BRCT-phosphoprotein interaction inhibition (red fluorophore); BRCT-phosphopeptide binding, red fluorescence polarization; Potency, µM (doses to about 76.9 µM), for the others: at the top dose activity change, negative = inhibition, usual class: inhibitors; 75,000 tested, 0.03% active; note: % is set by controls: 0 for no effect and ±100 for the full control effect
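Fluorescence polarization: 100 nM His-tagged BRCA1 BRCT with 100 nM TAMRA-labelled phospho-BACH1 decapeptide, phosphate buffer pH 7.3 with 150 mM NaCl, DTT, 0.01% Tween 20; 12 min RT. Binding inhibition seen as FP decrease.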
USP2a inhib – blocks human ubiquitin-specific protease USP2a; O75604; USP2a enzymatic assay, qHTS inhibition; Potency, µM (titrated, usually from 38.3 µM), inactives show at the top dose activity change, negative = inhibition, actives largely listed as inhibitors; 60,000 tested, 0.1% active;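 note: potency is the fitted concentration of half-maximal effect; nearly all actives have a fitted effect of over 60% in size; plate controls were DMSO for no effect and NEM full inhibition control for full effect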
Target sequence (O75604 whole entry, looked up): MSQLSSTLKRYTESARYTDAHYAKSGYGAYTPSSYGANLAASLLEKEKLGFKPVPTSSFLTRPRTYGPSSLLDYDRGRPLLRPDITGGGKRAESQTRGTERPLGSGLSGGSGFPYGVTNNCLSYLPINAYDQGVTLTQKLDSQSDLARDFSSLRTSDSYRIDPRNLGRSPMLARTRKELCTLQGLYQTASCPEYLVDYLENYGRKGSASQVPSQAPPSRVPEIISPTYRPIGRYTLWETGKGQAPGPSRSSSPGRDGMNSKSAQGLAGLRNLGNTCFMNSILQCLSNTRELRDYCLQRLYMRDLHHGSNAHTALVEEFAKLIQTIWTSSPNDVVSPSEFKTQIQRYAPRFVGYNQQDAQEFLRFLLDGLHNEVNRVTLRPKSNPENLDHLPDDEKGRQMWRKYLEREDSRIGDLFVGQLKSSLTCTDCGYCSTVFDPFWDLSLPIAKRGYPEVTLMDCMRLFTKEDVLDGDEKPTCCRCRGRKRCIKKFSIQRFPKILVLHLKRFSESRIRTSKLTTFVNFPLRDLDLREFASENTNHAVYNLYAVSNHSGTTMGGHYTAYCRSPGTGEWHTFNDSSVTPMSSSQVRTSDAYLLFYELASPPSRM
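Inhibition is measured in a cell-free coupled assay with 20 nM USP2 core, 20 nM Ub-PLA2 and 20 uM NBD C6-HPC, 2.5 h incubation. Activity normalized to NEM control.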
4-MU autofl – compound fluoresces in the 4-MU spectral region. compound autofluorescence, 340/450 nm, 4-MU equivalents; stronger effect = higher value. max dye-equivalent concentration, M. 59,000 tested, 11% active; in the data active = max dye-equivalent concentration above about 10 nM; inconclusive = mostly about 1.1 nM to 9.6 nM
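Compounds in 100 mM Tris, pH 8.0, incubated 15 min at room temperature, then fluorescence read at 340 nm excitation/450 nm emission. Signal converted to 4-MU dye-equivalent concentration using an on-plate six-point 4-MU standard curve.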
A350 fluor – compound fluoresces in the Alexa 350 spectral region; AID 590; 59,000 tested, 11% active; max dye-equivalent concentration, M; Compound autofluorescence, 340/450 nm, Alexa 350 dye-equivalents; stronger effect = higher value; in the data active = max dye-equivalent concentration above about 10 nM; inconclusive = mostly about 1.1 nM to 9.6 nM
Ub-GFP proteasome – inhibits proteasome, raising ubiquitin-GFP reporter fluorescence; Ubiquitin-GFP reporter cells, proteasome inhibition, GFP fluorescence; response scale: untreated = 0%, 10 µM MG-132 = 100%; 67,000 tested, under 10 active; Potency, µM (titrated, usually from 45.9 µM), for the others: at the top dose activation (GFP accumulation), usual class: activators; AID 526; active = well fitted activation curve with a large enough effect, not every such curve was filed as active; inconclusive = small, poorly fitted or top-dose-only effect, or another doubt; inactive = no such curve, though single readings can be large or run the other way; note: potency is the fitted concentration of half-maximal effect
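U2OS cells expressing ubiquitin(G76V)-GFP, seeded overnight in 0.5% FBS medium, then treated 4 hr at 37 C across 46 uM to 2.9 nM. GFP-positive cells counted by laser cytometry (488 ex/515 em); %activity scaled between basal and 10 uM MG-132.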
Caspase-1 inhib – caspase-1 (human) inhibition, allosteric or competitive | Caspase-1 enzyme, Ac-WEHD-AFC fluorogenic rate | Potency, µM (top dose mostly 57.5 µM), for the others: at the top dose activity change, negative = inhibition, hits mostly inhibitors | 75,000 tested, 0.03% active | AID 900;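 note: potency is the fitted concentration of half-maximal effect; plate controls were vehicle for no effect and no substrate for full effect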
HEK293 cAMP ctrl – raises cAMP in parental HEK293 cells, TSHR agonist counter-screen; parental HEK293 CNG cAMP sensor, membrane potential fluorescence; AID 938; 73,000 tested, 2.5% active; Potency, µM (doses to about 57.1 µM), without a hit: top-dose activation, usual class: activators; note: potency is the fitted concentration of half-maximal effect; % of control where 0% means no effect; nearly all actives have a fitted effect of over 55% in size
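Parental HEK 293 cells stably expressing a modified CNG channel (no TSHR) report cAMP rise as membrane depolarization. Membrane potential dye with 100 uM RO 20-1724 was loaded for 60 min at room temperature, then compound added for 30 min; fluorescence read at 590 nm.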
Caspase-7 inhib – allosteric or competitive inhibitors of human caspase-7. 75,000 tested, 0.02% active. P55210. recombinant caspase-7, Ac-DEVD-AFC fluorescence rate. Potency, µM (highest dose often 57.5 µM), for the others: at the highest dose activity change, negative = inhibition, most hits filed as inhibitors; active = well fitted inhibition curve with a large enough effect in the main read-out, with a control signal flat, not every such curve was filed as active; inconclusive = small, poorly fitted or top-dose-only effect, or a change in a side signal; note: potency is the fitted concentration of half-maximal effect; % of control where 0% means no effect
Target sequence (P55210 24-198 limits assumed): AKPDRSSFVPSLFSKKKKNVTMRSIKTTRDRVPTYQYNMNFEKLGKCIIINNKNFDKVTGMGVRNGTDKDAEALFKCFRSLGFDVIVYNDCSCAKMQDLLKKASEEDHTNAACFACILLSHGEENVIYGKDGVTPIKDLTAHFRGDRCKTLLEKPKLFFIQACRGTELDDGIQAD
Target sequence (P55210 207-303 limits assumed): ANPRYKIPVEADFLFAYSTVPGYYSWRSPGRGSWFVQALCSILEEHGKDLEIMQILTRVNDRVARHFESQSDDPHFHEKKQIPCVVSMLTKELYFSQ
BRCT inh green – inhibitors of human BRCA1 BRCT-phosphoprotein interaction (green fluorophore); 75,000 tested, 0.05% active; Potency, µM (highest dose often 76.9 µM), inactives show at the highest dose activity change, negative = inhibition, most hits filed as inhibitors; BRCA1 BRCT-phosphopeptide binding, green fluorescence polarization;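 note: potency is the fitted concentration of half-maximal effect; plate controls were peptide without protein for full effect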
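Fluorescence polarization: His-tagged BRCT (~35 kDa BRCA1 C-terminus, 250 nM) bound to 100 nM fluorescein-labeled phosphorylated 10-aa BACH1 peptide, pH 7.3 phosphate buffer with DTT and Tween 20. Compounds incubated 12 min at room temperature; inhibition read as lowered polarization.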
Starred values were filed as active, the others as inactive; i = inactive; u = inconclusive; x = not tested or not shown; [ ] = another dose, or the depositor's remark. Unless noted, calls come from the whole dose curve; as a rule, active = well fitted curve in the direction sought with a large enough effect; inconclusive = small, poorly fitted or top-dose-only effect, or another doubt; inactive = no such curve, though single readings can be large; an effect the other way counts as inactive or inconclusive.

mol	Fluorescein fluor	Epigenetic mod	BRCT inh red	USP2a inhib	4-MU autofl	A350 fluor	Ub-GFP proteasome	Caspase-1 inhib	HEK293 cAMP ctrl	Caspase-7 inhib	BRCT inh green
CCS(=O)(=O)N1CCC(C(=O)NCC2CCCO2)CC1 (stereo not drawn)	i	6.1%	-1.3%	1.4%	i	i	13.5%	-0.2%	2.8%	-0.5%	-5.3%
Cc1cccc(CCNS(=O)(=O)c2cnc[nH]2)c1	i	-4.0%	0.1%	3.2%	i	i	-1.6%	2.2%	9.0%	-0.4%	-1.7%
CCC(CC)COC(=O)C(C#N)c1nc2ccccc2nc1N1CCOCC1 (stereo not drawn)	u	2.1%	-0.2%	-7.7%	i	i	0.0%	-21.1%	29.7%	-29.2%	1.8%
O=C(c1ccccc1Cl)N1CCN(c2ccccn2)CC1	i	4.3%	-0.8%	-6.2%	u	u	-3.9%	-0.3%	2.8%	-2.7%	-3.1%
O=S(=O)(Nc1ccccn1)c1ccc(C2CCCCC2)cc1	i	0.0%	1.0%	13.3%	i	i	1.3%	-2.3%	16.7%	-0.4%	-6.5%
CCN1C(=O)CC(c2ccco2)Sc2ccccc21 (stereo not drawn)	x	x	1.7%	x	x	x	x	2.7%	10.2%	-2.2%	-1.4%
Cc1cc(C)nc(NC(=NCCc2c[nH]c3ccccc23)NC(=O)c2ccco2)n1	i	2.0%	-0.2%	38.8%[activator]	i	i	-4.3%	-3.5%	21.1%	-1.0%	-0.3%
Cn1nc(-c2ccc(Cl)cc2)c2cc(C(=O)N3CCN(C(=O)c4ccco4)CC3)sc21	x	x	0.5%	x	x	x	-11.0%	1.6%	4.5%	0.7%	2.0%
COc1ccccc1N1CCN(C(=O)C(NS(=O)(=O)c2cccs2)c2ccccc2)CC1 (stereo not drawn)	i	1.2%	0.5%	35.0%[activator]	i	i	-8.1%	-2.6%	-0.2%	-5.8%	0.6%
O=C(Cc1c(O)c2ccccc2[nH]c1=O)NC1CCCCCC1	i	2.6%	1.0%	-7.2%	i	i	-5.2%	-3.3%	4.6%	-4.6%	-1.0%
CCOC(=O)C1CCN(Cc2nc3ccc(Cl)cc3n2CCO)CC1	i	-3.9%	-3.2%	18.3%	i	i	2.0%	0.7%	5.6%	0.0%	1.0%
O=C(Nc1ccccc1)Nc1ccc(S(=O)(=O)N2CCCCC2)cc1	u	11.2%	0.2%	28.0%	i	i	2.1%	-2.7%	-8.8%	-1.7%	-2.2%
C=CCn1c(SCC(=O)NC(=O)NCc2ccco2)nc2sc(C)c(C)c2c1=O	u	1.3%	0.2%	9.3%	i	u	-4.0%	0.1%	51.9%	-0.8%	-4.7%
CCc1ccc(NC(=O)C2CC(=O)N=C(N)S2)cc1 (stereo not drawn)	i	-2.9%	0.3%	4.0%	i	i	-3.7%	0.5%	u	-0.5%	-1.8%
Cc1ccc(C(=O)Nc2ccc(S(=O)(=O)N3CCc4ccccc4C3)cc2)o1	i	0.0%	1.2%	39.3%[activator]	i	i	12.4%	-2.9%	3.2%	-5.1%	2.4%
Cc1cc2c(N3CCCCC3C)ncnc2s1 (stereo not drawn)	i	0.0%	0.6%	-7.9%	i	i	-10.9%	0.7%	14.1%	-1.5%	-0.8%
CCOC(=O)c1[nH]c(C(=O)O)c(CCN(CC)CC)c1C	i	2.2%	-2.6%	-6.3%	i	i	-3.1%	-1.6%	-2.3%	1.5%	0.7%
Cn1c(NCc2ccccc2O)nc2ccccc21	u	0.2%	0.5%	19.9%	i	i	2.0%	-0.9%	25.9%	-1.5%	0.4%
COc1ccc(S(=O)(=O)NCCSCc2ccco2)cc1Cl	i	-1.7%	1.2%	26.7%	i	i	2.5%	-1.3%	3.1%	-7.7%	0.8%
CC(=O)OCC(=O)[C@@]1(O)[C@H](C)C[C@@H]2[C@H]3CCC4=CC(=O)C=C[C@]4(C)[C@]3(F)[C@@H](O)C[C@@]21C	u	-1.2%[20.6 µM]	1.0%[34.4 µM]	6.5%[17.1 µM]	i	i	2.1%[20.5 µM]	5.4%[25.7 µM]	-2.4%[25.6 µM]	2.3%[25.7 µM]	-4.3%[34.4 µM]
Cc1ccc(-c2nn(C)c(=O)c3ccccc23)cc1CNC(=O)c1ccco1	x	x	2.3%	x	x	x	x	-1.1%	-18.8%	-1.5%	5.2%
CC1CCN(CCNC(=O)c2ccc3c(=O)n(CCc4ccccc4)c(=O)[nH]c3c2)CC1	i	1.8%	-1.1%	-1.4%	i	i	-11.1%	-2.1%	1.5%	1.4%	-2.5%
O=C(Cn1cc(/C=N/O)c2ccccc21)N1CCOCC1	i	-2.6%	1.1%	2.2%	i	i	20.4%	2.8%	-2.0%	-3.6%	-1.2%
CC(=O)Oc1ccc2oc(=O)c3c(c2c1)CCCN3C(=O)CN1CCN(c2ncccn2)CC1	i	0.0%	-0.4%	10.3%	i	i	4.6%	-0.2%	1.7%	-3.0%	2.0%

An excerpt from above with just BRCT inh red:
SMILES	BRCT inh red
CCOC(=O)c1[nH]c(C(=O)O)c(CCN(CC)CC)c1C	-2.6%
Cn1c(NCc2ccccc2O)nc2ccccc21	0.5%
COc1ccc(S(=O)(=O)NCCSCc2ccco2)cc1Cl	1.2%

Additional records.
mol	Fluorescein fluor	Epigenetic mod	BRCT inh red	USP2a inhib	4-MU autofl	A350 fluor	Ub-GFP proteasome	Caspase-1 inhib	HEK293 cAMP ctrl	Caspase-7 inhib	BRCT inh green
COc1ccc(N2C(C)=CS/C2=C(/C#N)c2nnc(N3CCOCC3)n2-c2ccccc2)cc1	u	0.0%	1.6%	1.8%	i	i	-0.6%	-7.1%	13.6%	-2.2%	-2.1%
O=C(Nc1ccc2sccc2c1)c1ccc(Cl)s1	x	x	-1.1%	x	x	x	8.0%	-2.2%	2.1%	-1.9%	-0.5%
Cc1cccc(-c2nsc(SCC(=O)N3CCCC3)n2)c1	i	-0.2%	0.6%	6.4%	i	i	-3.9%	1.0%	22.4%	1.7%	0.2%
CC12CCC(=O)N1c1ccccc1C(=O)N2c1ccccc1 (stereo not drawn)	u	-4.2%	-1.3%	2.3%	i	i	-3.6%	-1.8%	4.8%	-0.8%	-0.9%
O=C(OCC(=O)N1CCN(C(=O)c2ccco2)CC1)c1cc(=O)c2ccccc2o1	i	0.0%	1.6%	-6.0%	i	i	-2.5%	2.7%	-15.1%	-2.2%	-0.3%
O=S(=O)(c1cccs1)N1CCc2ccccc2C1	i	-2.7%	-1.3%	-3.1%	i	i	-5.9%	-0.6%	u	-1.2%	0.2%
COc1cccc(C2Nc3ccccc3C(=O)N2O)c1O (stereo not drawn)	i	-1.8%	-0.1%	7.2%	i	u	8.0%	2.2%	-7.5%	2.1%	-0.7%
Cc1ccc(C2C(C#N)=C(N)SC(N)=C2C#N)c(C)c1	1.03e-08M*	4.3%	1.8%	-8.6%	u	u	2.7%	-8.5%	16.3%	-8.5%	57.7%[activator]
Cc1sc2ncnc(NCC(c3ccco3)N(C)C)c2c1C (stereo not drawn)	i	-1.9%	1.7%	-10.8%	i	i	-3.0%	0.9%	14.8%	-3.1%	1.9%
CSc1nnc(CNC(=O)c2ccccc2)n1-c1cccc(C)c1	x	x	-2.0%	x	x	x	2.9%	-3.2%	u	1.4%	-0.6%
Cc1c(Cl)cccc1N(CC(=O)O)S(C)(=O)=O	i	-7.8%	1.1%	1.3%	i	i	-1.3%	0.1%	5.1%	0.4%	2.0%
O=C(O)CCC(NS(=O)(=O)c1ccc(N2CCCC2=O)cc1)C(=O)O (stereo not drawn)	i	-5.4%	0.1%	-3.7%	i	i	-2.0%	1.3%	1.3%	0.1%	-2.0%
COCCCCC(=NOCCN)c1ccc(C(F)(F)F)cc1	u	-0.3%	0.7%	-3.0%[17.1 µM]	i	i	1.8%	1.2%	10.5%	0.3%	-2.2%

An excerpt; rates above refer to the full screens.
